Compound activity deposited in PubChem BioAssay by National Center for Advancing Translational Sciences (NCATS).
DT40 TDP1 CPT: qHTS for Inhibitors of human tyrosyl-DNA phosphodiesterase 1 (TDP1): qHTS in cells in presence of CPT; chicken DT40 Tdp1-/-;hTDP1 cells + 20 nM CPT, ATP luminescence, 48 h; Potency, µM (series often up to 46.2 µM), for inactives: at the highest dose activity change, negative = growth inhibition, hits mostly inhibitors; 12% of 420,000 active; AID 686979, 2013; further: nearly all actives have a fitted effect of over 55% in size
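Chicken DT40 Tdp1-/- cells stably complemented with human TDP1 were seeded at 400 cells/well in medium containing 20 nM camptothecin, exposed to pin-transferred compounds, and grown at 37 °C for at least 48 hr. Viability was read as ATP luminescence.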
TDP1 cell noCPT: qHTS for Inhibitors of human tyrosyl-DNA phosphodiesterase 1 (TDP1): qHTS in cells in absence of CPT; DT40 Tdp1-/- hTDP1 cells, no CPT, ATP luminescence, 48 h; Potency, µM (highest dose often 46.2 µM), for inactives: top-dose activity change, negative = growth inhibition, actives largely listed as inhibitors; 15% of 420,000 active; AID 686978, 2013; further: nearly all actives have a fitted effect of over 55% in size
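DT40 Tdp1-/-;hTDP1 cells, no CPT (DMSO vehicle only), 400 cells/well; compounds pin-transferred; ≥48 hr, 37 °C; CellTiter-Glo 30 min RT dark, luminescence read.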
GCN5L2 inh: qHTS Assay for Inhibitors of GCN5L2. Histone acetyltransferase KAT2A (Homo sapiens), Q92830. GCN5L2 HAT assay, ThioGlo1 CoA-SH fluorescence. Potency, µM (series often up to 58.9 µM), inactives show at the top dose activity change, negative = inhibition, actives largely listed as inhibitors. 0.21% of 390,000 active
Target sequence (Q92830 whole entry, looked up): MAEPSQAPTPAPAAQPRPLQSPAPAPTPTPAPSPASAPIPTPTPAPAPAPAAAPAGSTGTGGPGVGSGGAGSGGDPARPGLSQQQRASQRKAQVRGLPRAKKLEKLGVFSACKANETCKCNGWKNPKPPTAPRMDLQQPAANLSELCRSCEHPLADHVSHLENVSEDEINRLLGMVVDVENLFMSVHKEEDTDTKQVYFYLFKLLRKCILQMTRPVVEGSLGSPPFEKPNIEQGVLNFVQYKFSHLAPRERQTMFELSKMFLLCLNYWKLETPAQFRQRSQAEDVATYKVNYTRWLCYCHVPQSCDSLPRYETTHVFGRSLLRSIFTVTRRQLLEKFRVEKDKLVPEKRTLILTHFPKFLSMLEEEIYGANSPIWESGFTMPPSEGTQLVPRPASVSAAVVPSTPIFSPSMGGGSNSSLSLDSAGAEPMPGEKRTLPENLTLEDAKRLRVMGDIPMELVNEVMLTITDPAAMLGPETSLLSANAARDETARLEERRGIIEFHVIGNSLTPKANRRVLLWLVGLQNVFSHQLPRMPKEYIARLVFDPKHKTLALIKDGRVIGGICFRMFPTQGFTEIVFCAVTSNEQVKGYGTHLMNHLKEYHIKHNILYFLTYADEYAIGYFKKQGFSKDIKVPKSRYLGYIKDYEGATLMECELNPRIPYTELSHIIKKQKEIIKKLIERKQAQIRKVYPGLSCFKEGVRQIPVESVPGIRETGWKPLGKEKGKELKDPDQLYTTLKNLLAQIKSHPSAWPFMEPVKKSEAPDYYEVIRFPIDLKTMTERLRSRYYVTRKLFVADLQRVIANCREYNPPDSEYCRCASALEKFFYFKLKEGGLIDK
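Enzyme at 20nM final was mixed with library compounds for 15 min at room temperature. Peptide H3(1-25) at 75uM, acetyl-CoA at 70uM and ThioGlo1 at 50uM were then added. Plates were read immediately and after 20 min (Ex340nm/Em540nm).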
* marks the source's active call; other numbers are inactive results; ? = inconclusive; / = no result given; & = joins results of further samples; [ ] = remark or other dose. The call rests on the fitted dose curve; in most records, active means well fitted curve in the direction sought with a large enough effect; inconclusive means small, poorly fitted or top-dose-only effect, or another doubt; inactive means no such curve, though single readings can be large; an effect the other way counts as inactive or inconclusive. On the % scale 0 is the no-effect control and ±100 the full control effect; potency means the concentration at half of the fitted maximal effect. Only part of the results is shown, so the mix of outcomes need not match the whole.

SMILES	DT40 TDP1 CPT	TDP1 cell noCPT	GCN5L2 inh
O=C(CN(C(=O)CCC(=O)Nc1nccs1)C1CCCC1)NCc1ccc2c(c1)OCO2	-5%	-13%	0%
CCOC(=O)[C@H]1[C@H]2COc3ccc(Cl)cc3[C@@H]2N2C(=O)CNC(=O)[C@@]12C	1%	46%[activator]	3%
C=CCOc1ccccc1/C=N/NC(=O)Cc1ccc(C)cc1	-13%	?	-23%
CCCc1nnc(SCC(=O)Nc2cccc(Cl)c2Cl)o1	1%	2%	-6%
O=C(CSc1nnc(Cn2c(=O)sc3ccccc32)n1-c1ccccc1)Nc1nccs1	?	?	1%
O=C(O)CSc1nnc(-c2ccncc2)n1-c1ccc(Cl)cc1	12%	-10%	-5%
O=C(Nc1ccc(N=Nc2ccccc2)cc1)c1ccc(Cl)cc1Cl	?	?	-1%
C=CCN1C(=O)C(Cc2ccc(OCC)cc2)SC1=Nc1ccc(C(=O)O)cc1 (centres undefined)	8%	6%	3%
CCC(=O)Nc1cc(OC)c(NC(=S)Nc2ccccc2CC)cc1OC	-28%	?	/
Cc1ccc(NS(=O)(=O)c2ccc3c(c2)n(C)c(=O)n3C)cc1C	16µM*	21µM*	-2%&-2%
Cn1nnnc1SCCNC(=O)C1CCC(=O)N(CCc2cccc(F)c2)C1 (centres undefined)	-8%	-1%	-1%
COC(=O)COc1cccc(/C=N/NC(=O)CCSc2ccccc2)c1	0%	-16%	-14%
CCOC(=O)[C@]12CCC=C1N(Cc1ccc3c(c1)OCO3)C(=O)[C@H](CC(=O)NCc1ccc(OC)c(OC)c1)C2	?	?	/
Cc1cccc(-n2c(SCC(N)=O)nnc2-c2ccco2)c1	-7%	-9%	1%
C#CCOCCOCCOCCNc1nc(N2CCN(C(=O)CCCCCCCCCCNC(=O)[C@H](CCCCN)n3cc(CCO)nn3)CC2)nc(N2CCN(C(=O)CCCCCCCCCCNC(=O)[C@H](CCCN=C(N)N)n3cc(C[C@@H](C)CC)nn3)CC2)n1	?	?	-13%
CCc1nc2ccc(C(=O)Nc3ccc(NC(C)=O)cc3)cn2c1N(C)CCCc1ccccc1	?	?	/
CCOc1ccccc1CNC(=O)c1sc2ncccc2c1-n1cccc1	15µM*	16µM*	2%
CCC(=O)N(Cc1ccco1)c1nc(C(=O)Nc2ccc(Cl)cc2)c(C)s1	?	?	-13%
CCCS(=O)(=O)NC(=O)C1(C)CCN(C(=O)c2ccco2)C1 (centres undefined)	-1%	0%	/
CC(C)N1CCN(Cc2cccc(-c3ccco3)c2)CC1CCO (centres undefined)	9%	-20%	2%
COc1cc([N+](=O)[O-])ccc1NC(=O)CN1C(=O)NC2(CCCCC2C)C1=O (centres undefined)	-12%	21%	/
CCN(C(=O)COC(=O)c1n[nH]c2ccccc12)C1CCS(=O)(=O)C1 (centres undefined)	4%	2%	-5%
CCOC(=O)c1nn(-c2ccc(F)cc2)c2c1CC/C2=C/c1ccccc1	-23%	0%	-4%
CCc1nc2cc(NC(=O)C3(C)CCCN(C(C)=O)C3)ccc2o1 (centres undefined)	-7%	-6%	/
Clc1ccccc1CSc1cc2c(nn1)-c1ccccc1CC2	-19%	?	?
(cont.)
SMILES	DT40 TDP1 CPT	TDP1 cell noCPT	GCN5L2 inh
CC(C)NC(=O)c1ccc(-c2ccc(F)c(F)c2)c2ccoc12	26µM*	23µM*	/
CC1(C(=O)NCc2ccc(Cl)c(Cl)c2)Oc2ccccc2NC1=O (centres undefined)	-2%	?	-2%
CCCCN(CCCC)C(=O)C1CCN(S(=O)(=O)c2cccc3nsnc23)CC1	16µM*	26µM*	-5%
Cc1ccc(OCC(=O)Nc2ccc3nc(SCc4ccccc4)sc3c2)cc1	-23%	?	-10%
CC1=NCCN1CCNC(=O)Nc1cc(C)cc(C)c1	8%	0%	1%
Cc1ccc(C)c(NC(=O)Cc2coc3cc4c(cc23)CCC4)c1	-12%	-12%	1%
CC(C)(C)c1ccc(C(=O)N2CCNCC2)cc1	-23%	-22%	-2%
O=C(COC(=O)c1ccccc1OCc1ccc(F)cc1)NCC1CCCO1 (centres undefined)	?	?	-6%
NC(=O)C1CCN(c2nc3c(S(=O)(=O)c4ccccc4)nnn3c3ccccc23)CC1	?	?	-10%
CC1CCCC(N2CCN(C(=O)c3ccc(F)cc3)CC2)C1 (centres undefined)	3%	0%	/
O=C(O)C1C2CCC(O2)C1C(=O)NCc1ccccc1Br (centres undefined)	-15%	-26%	-10%
CC(C)(C)C(=O)NC1(C(F)(F)F)NC(=O)N(CCc2ccccc2)C1=O (centres undefined)	-7%	4%	-9%
COc1cccc(CN(C(=O)COc2ccc(C)cc2)C2CCS(=O)(=O)C2)c1 (centres undefined)	-8%	18%	1%
COc1ccccc1N1C(=S)NC2CS(=O)(=O)CC21 (centres undefined)	9%	8%	10%
Cc1ccc(S(=O)(=O)Nc2nnc(C3CCCCC3)s2)cc1	-15%	5%	-2%
O=S1(=O)CC(N2CCC(Cc3ccccc3)CC2)CN1C1CCCC1 (centres undefined)	?	?	/
Cn1c(=O)c2nc(NCc3ccccc3)cnc2n(C)c1=O	?	13µM*	-6%
COc1ccccc1C1CC(=O)Nc2c1c(=O)n(C)c(=O)n2C (centres undefined)	4%	-1%	-7%
O=[N+]([O-])c1ccc(O)c(/C=N/Nc2ccccc2Cl)c1	?	?	?
O=C(CNS(=O)(=O)c1ccc2c(c1)OCCCO2)N1CCN(Cc2ccccc2)CC1	4%	4%	-3%
CN(c1ccccc1)S(=O)(=O)c1cccc(NC(=O)COc2cccc([N+](=O)[O-])c2)c1	?	23µM*	-10%
COc1cc(/C=C2/NC(=O)N(CC(=O)Nc3cccc(C)c3)C2=O)ccc1OCC(N)=O	?	?	0%
C=C1CCN([C@@H](CC(C)C)C(=O)NCc2ccccc2)S(=O)(=O)c2ccccc21	-18%	?	/
Cc1cccc(N(Cc2cc3ccccc3[nH]c2=O)C(=O)c2cccc(Cl)c2)c1	23µM*	16µM*	-8%
O=C(Cc1nc2ccccc2[nH]1)c1ccc(Br)cc1	?	?	-8%

Compound profiles (already shown). Values in the order: DT40 TDP1 CPT | TDP1 cell noCPT | GCN5L2 inh
NC(=O)C1CCN(c2nc3c(S(=O)(=O)c4ccccc4)nnn3c3ccccc23)CC1 is entered as ? | ? | -10%
COc1cccc(CN(C(=O)COc2ccc(C)cc2)C2CCS(=O)(=O)C2)c1 (centres undefined) is entered as -8% | 18% | 1%
Cc1ccc(S(=O)(=O)Nc2nnc(C3CCCCC3)s2)cc1 is entered as -15% | 5% | -2%
Cn1c(=O)c2nc(NCc3ccccc3)cnc2n(C)c1=O is entered as ? | 13µM* | -6%
COc1ccccc1N1C(=S)NC2CS(=O)(=O)CC21 (centres undefined) is entered as 9% | 8% | 10%

(listing goes on)
SMILES	DT40 TDP1 CPT	TDP1 cell noCPT	GCN5L2 inh
Cc1cc(C)n(-c2ncc3c(n2)N(CCO)CCOC3=O)n1	3%	5%	1%
O=C1NC[C@H](CCCCN2C[C@H](Cc3ccccc3)N(Cc3ccccc3)C(=O)C2=O)N(CCC2CCCCC2)C1=O	-6%	18µM*	/
COc1ccc(Cc2c(C)nn(-c3nc(C)c(C(=O)Nc4ccc(C)cc4C)s3)c2C)cc1	-4%	-10%	1%
Cc1ccc(Cn2c(=O)n(Cc3ccccc3Cl)c(=O)c3ccccc32)cc1	3%	3%	1%
CC(=O)Nc1nc(COc2ccc3ccccc3c2)cs1	?	-21%	?
Cc1ccc(C)c(S(=O)(=O)N2CCCOC2CNC(=O)C(=O)NCCN2CCOCC2)c1 (centres undefined)	5%	-17%	-14%
CCC(=O)N1CCc2cc(S(=O)(=O)CCC(=O)N3CCN(c4ccccc4F)CC3)ccc21	?	?	2%&1%
COc1ccc(OC)c(C2C(C(=O)c3ccc(C)o3)=C(O)C(=O)N2CCN2CCOCC2)c1 (centres undefined)	-16%	17%	-17%
CCOC(=O)CC(=O)c1cc(OC)c(OC)c(OC)c1	4%	-1%	-2%
CCC1(CC)Cc2ccccc2C(C2=C(O)CC(C)(C)CC2=O)=N1	-11%	-14%	-4%
Cc1cc(NC(=O)C(C)SCC(=O)Nc2ccccc2C(C)(C)C)no1 (centres undefined)	?	15µM*	2%
CC(C)CCN(C(=S)Nc1cccc(F)c1)C1CCN(C(C)C)CC1	10%	7%	-4%
CCc1ccc(-c2cc(C)no2)cc1S(=O)(=O)Nc1cc(C)ccn1	-24%	7%	3%
CC(C)(CO)Nc1nc(N2CCCC2)nc(N2CCCC2)n1	?	21µM*	-4%
CC(C)c1nnc(NC(=O)CCC(=O)Nc2ccc3cn[nH]c3c2)s1	-9%	-7%	-7%
Cc1cc(C(F)(F)F)nn1Cc1n[nH]c(=S)n1-c1cccc(Cl)c1	-13%	0%	-5%
COc1ccc(/C=C/c2ccc3ccccc3n2)c(OC)c1	16µM*	11µM*	/
CNC(=O)COC(=O)/C=C/c1cccc(F)c1	8%	-2%	-9%
Cc1ccc(CN2CCCN(CC(=O)Nc3ccc(C)cc3C)S2(=O)=O)cc1	?	15µM*	-3%
COC(=O)CNc1nc(Cl)nc(Nc2ccc(Cl)cc2)n1	17%	-1%	0%
CCOc1ccc(/C=C2\SC(=S)N(CCC(=O)Nc3ccc(C(=O)O)cc3)C2=O)cc1	0%	10%	-12%
O=C(Nc1ccc2c(c1)CCC2)c1cc(F)cc(F)c1	-7%	-30%	1%
O=C(c1ccc(S(=O)(=O)N2CCCCC2)cc1)N1CCN(c2ccccc2F)CC1	-11%	-28%	-2%
O=C(CN1CCOCC1)N/N=C/c1ccc(-c2ccc(Br)cc2)o1	15%	-29%	-20%
COc1cccc(CNC2CCCCCCC2)c1OC	7%	-19%	-14%
Continuation:
SMILES	DT40 TDP1 CPT	TDP1 cell noCPT	GCN5L2 inh
CSc1ccc(C(=O)C2CCCN(C(=O)c3cc(C)n(C)n3)C2)cc1 (centres undefined)	?	?	-6%
CC(=O)C1=C(c2ccccc2)OC(N)=C(C#N)C1c1ccccc1F (centres undefined)	-13%	-27%	4%
O=C(Nc1ccccc1)N1CC[C@@]2(CCCN(C(=O)c3ccco3)C2)C1	2%	-13%	-12%
O=C(Cn1ncc2c(=O)oc3ccccc3c21)NCCN1CCN(c2ccccc2F)CC1	-23%	?	0%
OC[C@@H]1CN(Cc2ccc(Cl)cc2)C[C@H](n2cnc3c(NC4CC4)ncnc32)O1	?	-26%	/
CCC(C)NC(=O)CN1C(=O)C(CC)Sc2ccccc21 (centres undefined)	5%	14%	-16%
C=CCNC(=O)CN(c1ccc(F)c(Cl)c1)S(C)(=O)=O	-20%	-2%	0%
COC(=O)C1C(=O)c2c([nH]c(C(=O)OC3CCCCCC3)c2C)CC1C (centres undefined)	?	?	-3%
COc1cc2ccccc2cc1C(=O)Nc1ccc2oc(-c3ccc(F)cc3Cl)nc2c1	-14%	-10%	-8%
CCc1ccccc1NC(=O)c1cc2sc(Cl)cc2n1CC	-6%	-19%	-1%
Cn1c(SCC(=O)NNC(=O)c2ccccc2Br)nnc1C(F)(F)F	-5%	-1%	-6%
CCOc1ccc(-n2c(SCC(=O)Nc3ccc(OC)cc3)nc3c(c2=O)SCC3)cc1	2%	-25%	37%[activator]
COC(=O)c1cccc(C23CC4(C2)[C@H](CN(Cc2cccnc2)[C@@H]4c2ccccc2)C3c2ccccc2)c1 (some centres undefined)	?	?	-8%
Cc1cccc(CCNC(=O)c2cnc3c(C)cccn3c2=O)c1	-26%	?	0%
COc1ccccc1N1CCN(C(c2cc3cc(C)ccc3[nH]c2=O)c2nnnn2C2CCCC2)CC1 (centres undefined)	?	?	1%
OC(CN1CCN(Cc2ccc3c(c2)OCO3)CC1)c1c[nH]c2ccccc12 (centres undefined)	12µM*	?	-4%

3 entries picked at random from the list so far:
SMILES	DT40 TDP1 CPT	TDP1 cell noCPT	GCN5L2 inh
CCOc1ccc(-n2c(SCC(=O)Nc3ccc(OC)cc3)nc3c(c2=O)SCC3)cc1	2%	-25%	37%[activator]
O=C(Cn1ncc2c(=O)oc3ccccc3c21)NCCN1CCN(c2ccccc2F)CC1	-23%	?	0%
COc1cc2ccccc2cc1C(=O)Nc1ccc2oc(-c3ccc(F)cc3Cl)nc2c1	-14%	-10%	-8%
